EPAC2 agonist – EPAC2 (human) agonism | 360,000 compounds, 0.079% hits | Potency, µM (top dose mostly 154 µM), inactives show at the top dose activation, most hits filed as activators | Q8WZA2 | EPAC2 activation, biochemical qHTS; response scale: 100% = 6.5 mM cAMP response; note: potency is the fitted concentration of half-maximal effect; nearly all actives have a fitted effect of over 50% in size
Target sequence (Q8WZA2 whole entry, looked up): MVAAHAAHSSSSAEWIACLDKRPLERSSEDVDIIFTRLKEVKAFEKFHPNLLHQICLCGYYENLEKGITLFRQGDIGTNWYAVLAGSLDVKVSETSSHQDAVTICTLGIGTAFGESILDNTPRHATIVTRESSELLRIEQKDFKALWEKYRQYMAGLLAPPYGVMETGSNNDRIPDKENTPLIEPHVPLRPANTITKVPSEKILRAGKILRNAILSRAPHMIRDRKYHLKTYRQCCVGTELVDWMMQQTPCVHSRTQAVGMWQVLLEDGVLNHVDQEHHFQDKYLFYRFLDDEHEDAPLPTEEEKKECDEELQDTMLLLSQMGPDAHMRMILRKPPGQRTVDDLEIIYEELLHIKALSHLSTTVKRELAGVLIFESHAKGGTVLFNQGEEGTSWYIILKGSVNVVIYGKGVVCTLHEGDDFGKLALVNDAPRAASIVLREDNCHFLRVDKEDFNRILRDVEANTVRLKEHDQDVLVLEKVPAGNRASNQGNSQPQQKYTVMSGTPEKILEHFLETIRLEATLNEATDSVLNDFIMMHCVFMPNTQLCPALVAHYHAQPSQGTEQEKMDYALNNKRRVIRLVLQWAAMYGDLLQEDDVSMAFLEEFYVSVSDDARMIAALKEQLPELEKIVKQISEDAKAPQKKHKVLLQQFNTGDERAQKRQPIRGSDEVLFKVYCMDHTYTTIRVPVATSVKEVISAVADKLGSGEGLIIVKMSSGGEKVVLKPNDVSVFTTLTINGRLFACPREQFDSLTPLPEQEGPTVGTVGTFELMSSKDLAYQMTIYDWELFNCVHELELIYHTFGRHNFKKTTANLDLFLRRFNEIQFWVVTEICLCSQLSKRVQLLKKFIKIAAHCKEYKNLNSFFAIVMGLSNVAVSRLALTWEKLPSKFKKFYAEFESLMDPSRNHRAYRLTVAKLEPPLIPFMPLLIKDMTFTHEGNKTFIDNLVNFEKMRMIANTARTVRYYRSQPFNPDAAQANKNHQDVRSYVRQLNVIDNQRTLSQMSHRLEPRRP
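Fluorescence exchange assay: 100 nM EPAC2 with 250 nM RAP1B-BODIPY-GDP and 50 uM GDP; compounds tested as a concentration-titration series (qHTS). Loss of Rap1-bound BODIPY-GDP fluorescence read at 480/540 nm; data normalized to 6.5 mM cAMP.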
A549 viability – kills or reduces viability of A549 cells in Nrf2 counter-screen; A549 ARE-Fluc cells, CellTiter-Fluor viability, 18-24 h; AID 504648; Potency, µM (titrated, usually from 46 µM), inactives show at the highest dose activity change, negative = cytotoxicity, most hits filed as inhibitors; 390,000 compounds, 0.16% hits; note: potency is the fitted concentration of half-maximal effect; % is set by controls: 0 for no effect and ±100 for the full control effect
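A549 ARE-Fluc cells in 5% FBS OPTI-MEM, 5000 cells/well, rested 2 h then exposed to compounds in concentration-response for 18-24 h at 37 °C. Viability by CellTiter-Fluor fluorescence (Ex 405/Em 525) after 30 min; luciferase luminescence (BugLite, 15 min, RT) read afterwards.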
Nrf2 inh – blocks Nrf2 signaling; A549 ARE-Fluc reporter, luciferase luminescence, 18-24 h; Potency, µM (highest dose often 46 µM), inactives show at the highest dose activity change, negative = inhibition, most hits filed as inhibitors; 360,000 compounds, 2.1% hits; AID 504444; note: potency is the fitted concentration of half-maximal effect; % is set by controls: 0 for no effect and ±100 for the full control effect; nearly all actives have a fitted effect of over 60% in size
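In this cell-based qHTS, ARE-driven firefly luciferase in A549 cells reports Nrf2 activity; the luminescent signal after BugLite lysis is the measured value, with a prior CellTiter-Fluor read for cell health.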
CCT modulator – modulators of cytosolic chaperonin (CCT/TRiC) activity; purified chaperonin ATPase assay, HTRF ADP detection, 30 min; activity change, % (concentration not given with the values), hits read low; 360,000 compounds, 0.3% hits; in the data active = activity change below about -30%; note: % is set by controls: 0 for no effect and ±100 for the full control effect
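We incubate TRiC, 40 or 20 nM final, with library compounds at 76 uM and 10 uM ATP for 30 min at 37 °C. ADP formed is detected with Transcreener HTRF reagents after 30 min at room temperature.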
EPAC2 antag – antagonists of human EPAC2; 360,000 compounds, 0.18% hits; AID 720708; Potency, µM (highest dose often 114 µM), inactives show top-dose activity, negative = inhibition, hits mostly inhibitors; EPAC2 GEF exchange of Rap1B-BODIPY-GDP, fluorescence; Q8WZA2; note: potency is the fitted concentration of half-maximal effect; % is set by controls: 0 for no effect and ±100 for the full control effect; nearly all actives have a fitted effect of over 45% in size; many of its hits are not listed in these tables
Nrf2 ARE act – activators of Nrf2 (ARE) signaling | Potency, µM (series often up to 46.1 µM), for the others: top-dose activation, usual class: activators | AID 624171 | 410,000 compounds, 0.31% hits | AREc32 ARE-luciferase reporter (MCF7-derived line), luminescence, 24 h; note: potency is the fitted concentration of half-maximal effect; % of control where 0% means no effect; nearly all actives have a fitted effect of over 65% in size
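Each well held 1000 AREc32 cells, which were incubated with compound for 24 hr at 37 deg C after overnight attachment, and ARE reporter activity was quantified by firefly luciferase luminescence.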
TGFb SMAD3 inh – blocks TGF-b signaling; 410,000 compounds, 1.2% hits; Potency, µM (series often up to 46.1 µM), inactives show at the highest dose activity, negative = inhibition, actives largely listed as inhibitors; AID 588855; HepG2 CAGA-GFP TGF-b/SMAD3 reporter, GFP fluorescence, 18 h; TGF-beta stimulated, 500 pg/mL final; note: potency is the fitted concentration of half-maximal effect; % is set by controls: 0 for no effect and ±100 for the full control effect; nearly all actives have a fitted effect of over 65% in size
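Cell-based qHTS in HEPG2 carrying a CAGA-GFP Smad reporter; compounds added before 500 pg/mL final TGF-beta, 18 h incubation at 37 degrees C, GFP fluorescence quantified per cell by imaging cytometry.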
MmCpn inh – blocks the Methanococcus maripaludis chaperonin Mm-Cpn; purified Mm-Cpn ATPase, ADP Transcreener TR-FRET; 330,000 compounds, 0.031% hits; Potency, µM (doses to about 76.9 µM), for the others: at the highest dose activity, negative = inhibition, usual class: inhibitors; note: potency is the fitted concentration of half-maximal effect; % is set by controls: 0 for no effect and ±100 for the full control effect; nearly all actives have a fitted effect of over 80% in size
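Compound-treated chaperonin, 25 nM final, turns over 10 uM ATP at 37°C for 30 min following a 10 min preincubation; ADP generated competes with ADP-d2 for Eu-cryptate antibody, lowering FRET.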
pAkt inh – blocks phosphorylation of Akt. Neuro2A IGF-stimulated pAkt S473 HTRF, 20 min; hits give low values. activity change, % for hits at 50 µM. 360,000 compounds, 0.32% hits. AID 651550; in the data active = activity change below about -80%; inconclusive = mostly about -51% to -80%; note: % is set by controls: 0 for no effect and ±100 for the full control effect
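Single-point screen (50 µM final compound) in Neuro2A cells stimulated 20 min with 6 nM IGF at 37 deg C. After lysis, Ser473-phosphorylated Akt read by HTRF (ex 330 nm, em 615/665 nm) as the 665/615 ratio.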
* marks the source's active call; other numbers are inactive results; i = inactive; ? = inconclusive; . = no result given; & = joins results of further samples; [ ] = dose if it differs, or a comment. Unless noted, calls come from the whole dose curve; as a rule, active = well fitted curve in the direction sought with a large enough effect; inconclusive = small, poorly fitted or top-dose-only effect, or another doubt; inactive = no such curve, though single readings can be large; an effect the other way counts as inactive or inconclusive. Only part of the results is shown, so the mix of outcomes need not match the whole.

[1] Cc1ccc(S(=O)(=O)N2CCOCC2)cc1C(=O)N1CCN(c2ccc(C(F)(F)F)cn2)CC1
[2] C/C=C(\C)CN1CCC(n2nccc2NC(=O)CCc2ccccc2)CC1
[3] CCN(CC)c1ccc(NS(=O)(=O)c2cn(C)c(=O)n(C)c2=O)c(C)c1
[4] Nc1nnc(SCC(=O)Nc2cccc(F)c2)s1
[5] CN1CCN(C(CNC(=O)Nc2ccc(Cl)cc2)c2ccc(F)cc2)CC1 (stereo not given)
[6] COc1cnn(-c2cccc(C)c2)c(=O)c1Cl
[7] Cc1cc(C)cc(C(O)c2ncc(-c3cccc(F)c3)[nH]2)c1 (stereo not given)
[8] O=C(N/N=C\c1c(O)ccc2ccccc12)c1ccc(O)cc1
entry no.,1,2,3,4,5,6,7,8
EPAC2 agonist,2%,2%,7%,.,-9%,8%,3%,5%
A549 viability,0%,-11%,0%,-8%,9%,1%,.,-15%
Nrf2 inh,26µM*,2%,9%,8%,4%,12%,.,-20%
CCT modulator,-1.1,1.2,-0.7,.,0.8,0.1,0.1,0.7
EPAC2 antag,-16%,4%,10%,.,1%,0%,15%,-15%
Nrf2 ARE act,4.1%,-0.2%,-0.1%,0.2%,3.1%,7.6%,-0.7%[9.22 µM],-0.5%
TGFb SMAD3 inh,14%,0%,1%,5%,2%,1%,-3%,0%
MmCpn inh,3%,-1%,-4%,.,2%,0%,.,1%
pAkt inh,i,i,i,.,i,i,i,i

2 entries from above, with values under each structure.
Order of values – EPAC2 agonist, A549 viability, Nrf2 inh, CCT modulator, EPAC2 antag, Nrf2 ARE act, TGFb SMAD3 inh, MmCpn inh, pAkt inh
(5) CN1CCN(C(CNC(=O)Nc2ccc(Cl)cc2)c2ccc(F)cc2)CC1 (stereo not given)
    -9%, 9%, 4%, 0.8, 1%, 3.1%, 2%, 2%, i
(6) COc1cnn(-c2cccc(C)c2)c(=O)c1Cl
    8%, 1%, 12%, 0.1, 0%, 7.6%, 1%, 0%, i

(listing goes on)
[9] Nc1nc(-c2ccco2)nn1C(=O)c1ccccc1Cl
[10] C/C(=N\NC(=O)COc1ccc(C(C)(C)C)cc1)c1ccc(-n2ccnc2)cc1
[11] CC1CCc2sc3ncnc(N4CCN(C)CC4)c3c2C1 (stereo not given)
[12] COc1ccc(CC(=O)Nc2cc(S(=O)(=O)N3CCOCC3)ccc2N2CCOCC2)cc1
[13] CC1(C)CC2(CCCN(C(=S)Nc3ccccc3)C2)CCO1 (stereo not given)
[14] C=CCSc1nc(N(CC)CC)c2sccc2n1
[15] COc1cccc(/C=N/n2nnnc2N)c1OCC#N
[16] c1ccc(Nc2nc(N3CCOCC3)c3ccccc3n2)cc1
entry no.,9,10,11,12,13,14,15,16
EPAC2 agonist,5%,-24%,3%,19%,0%,22%,1%,11%
A549 viability,-1%,-4%,3%,4%,22%,0%,-8%,3%
Nrf2 inh,1.8µM*,3%,3%,-9%,2%,-5%,-8%,.
CCT modulator,-0.2,1.2,1.2,-0.1,-2.9,-3.4,-1.3,-3.3
EPAC2 antag,4%,-4%,5%,4%,-5%,-17%,5%,-1%
Nrf2 ARE act,-0.3%,0.8%,0.2%,1.7%,-0.4%,0.0%,0.5%,0.2%
TGFb SMAD3 inh,-23%,-25%,-30%,2%,4%,12%,?,?
MmCpn inh,2%,4%,-5%,0%,3%,0%,.,1%
pAkt inh,i,i,i,i,i,i,i,i

[17] COc1ccc(NC(=O)CN2CCOCC2)cc1S(=O)(=O)N1CCCCC1
[18] COc1ccc(-n2nc(C(=O)NCC(=O)NCCCN3CCC(C)CC3)c3ccccc3c2=O)cc1Cl
[19] Cc1ccc(-c2csc(Cc3nc(-c4cc5ccccc5oc4=O)cs3)n2)cc1
[20] CCCCCCN1C[C@H](n2cc(COC(=O)c3ccccc3)nn2)[C@@H](O)C[C@@H]1c1ccccc1
[21] COc1cc(C(=O)NCCCC2CCCC2)ccc1OC1CCN(C(C)=O)CC1
[22] CCOc1ccc(N2CC(C(=O)Nc3cc(OCC)c(N4CCOCC4)cc3OCC)CC2=O)cc1 (stereo not given)
[23] COc1ccccc1NS(=O)(=O)c1cc(C(=O)NCCN2CCOCC2)ccc1Cl
[24] O=C(CSc1nc2ccccc2s1)NNC(=S)Nc1ccc(Br)cc1
entry no.,17,18,19,20,21,22,23,24
EPAC2 agonist,16%,1%,0%,0%,-13%,-9%,5%,-2%
A549 viability,-1%,-30%,-3%,.,-8%,-2%,-2%,1%
Nrf2 inh,10%,-5%,4.6µM*,.,-24%,-8%,-2%,19%
CCT modulator,-0.5,-1.2,0.2,1.3,-1.2,1.5,-0.3,-1.1
EPAC2 antag,9%,-6%,-10%,-13%,7%,-1%,10%,12%
Nrf2 ARE act,0.3%,-0.3%,-0.9%,-1.6%,0.3%,-0.6%,0.3%,8.7%
TGFb SMAD3 inh,3%,5%,?,?,1%,0%,20%,?
MmCpn inh,1%,-1%,0%,.,-2%,-2%,-9%,-2%
pAkt inh,i,i,i,i,i,i,i,i

[25] Brc1ccc2c(c1)OCCOCCOc1cc(Br)ccc1OCCOCCOCCO2
[26] COc1ccc(C(=O)c2cccc(C(=O)c3ccc(OC)c(C)c3)c2)cc1C
[27] COc1ccc(/C=N/NC(=O)c2ccccc2O)cc1CN1CCOCC1
[28] CCOC(=O)c1c(C)[nH]c(C(=O)OCC(=O)NC2(C#N)CCCCC2)c1C
[29] CC1=C(C)CC(C(=O)Nc2ccc3c(c2)OCO3)C(C(=O)O)C1 (stereo not given)
[30] CC(=O)Nc1ccc(C(=O)Nc2cc(C(F)(F)F)ccc2-n2cnc3ccccc32)cc1
[31] COCCNC(=O)c1c(NC(=O)c2cc(=O)c3cc(Cl)ccc3o2)sc2c1CCCC2
[32] CCOc1ccc(N(CC(=O)NCC2CCCO2)C(=O)CCC(=O)Nc2ccccn2)cc1 (stereo not given)
entry no.,25,26,27,28,29,30,31,32
EPAC2 agonist,0%,4%,2%,0%,1%,-5%,.,-5%
A549 viability,?,5%,1%,-11%,6%,3%,3%,-4%
Nrf2 inh,?,10%,8%,?,-6%,-24%,5%,.
CCT modulator,-0.9,1.0,-1.9,-0.4,1.3,-0.1,.,-2.4
EPAC2 antag,-29%,-5%,1%,1%,23%,-2%,.,-4%
Nrf2 ARE act,2.5%,-0.1%,0.3%,0.1%,-0.2%[9.22 µM],1.2%,0.4%,-0.5%
TGFb SMAD3 inh,?,13%,6%,-8%,4%,83%[activator],0%,0%
MmCpn inh,2%,0%,0%,-1%,-1%,1%,.,-7%
pAkt inh,i,i,i,i,i,i,.,i

[33] CCC(C)c1ccccc1N1CC(C(=O)Nc2ccc(C)c(S(=O)(=O)N3CCOCC3)c2)CC1=O (stereo not given)
[34] C/C(N)=C(/C#N)C(=O)CSc1nnnn1-c1ccc(C)cc1
[35] O=C(c1cccc(S(=O)(=O)N2CCCC2)c1)N1CCN(c2ccccc2F)CC1
[36] CC(C)(CNS(=O)(=O)c1ccc2c(c1)OCCO2)N1CCOCC1
[37] C=CC[C@@H](CC(=O)N[C@H](CO)Cc1ccccc1)C(=O)N[C@H](COC(=O)[C@@H](CC=C)Cc1ccc(F)cc1)C(C)(C)C
[38] O=C(Nc1ccc(Br)cc1)C1CCN(c2cnccn2)CC1
[39] C/C(=N\O)C(C)Oc1ccc(Cl)cc1 (stereo not given)
[40] COc1ccc(C(=O)Nc2ccc(F)cc2F)cc1OC
entry no.,33,34,35,36,37,38,39,40
EPAC2 agonist,-4%,-5%,-1%,3%,-8%,-3%,19%,1%
A549 viability,-3%,-3%,-8%,3%,?,-5%&-6%,11%,-3%
Nrf2 inh,-8%,8%,-25%,9%,?,?,-8%,8%
CCT modulator,-3.8,0.7,1.1,1.5,-0.9,2.6,-4.4,0.4
EPAC2 antag,-1%,2%,1%,-14%,-11%,-9%,-24%,3%
Nrf2 ARE act,0.1%,5.8%,0.3%,-0.8%,-3.0%,1.5%&0.7%,5.5%,0.4%
TGFb SMAD3 inh,-4%,-29%,19%,7%,?,7%&-8%,13%,17%
MmCpn inh,1%,0%,0%,0%,2%,-1%,2%,2%
pAkt inh,i,i,i,i,i,i,i,i

4 compounds out of the list, arranged by formula weight, ascending:
[36] CC(C)(CNS(=O)(=O)c1ccc2c(c1)OCCO2)N1CCOCC1
[10] C/C(=N\NC(=O)COc1ccc(C(C)(C)C)cc1)c1ccc(-n2ccnc2)cc1
[12] COc1ccc(CC(=O)Nc2cc(S(=O)(=O)N3CCOCC3)ccc2N2CCOCC2)cc1
[25] Brc1ccc2c(c1)OCCOCCOc1cc(Br)ccc1OCCOCCOCCO2
entry no.,36,10,12,25
EPAC2 agonist,3%,-24%,19%,0%
A549 viability,3%,-4%,4%,?
Nrf2 inh,9%,3%,-9%,?
CCT modulator,1.5,1.2,-0.1,-0.9
EPAC2 antag,-14%,-4%,4%,-29%
Nrf2 ARE act,-0.8%,0.8%,1.7%,2.5%
TGFb SMAD3 inh,7%,-25%,2%,?
MmCpn inh,0%,4%,0%,2%
pAkt inh,i,i,i,i

(list continues)
[41] CCc1ccc(C(=O)O)cc1
[42] Cc1cc2c(cc(C(=O)OC(C)C(=O)NCc3ccccc3)n2C)o1 (stereo not given)
[43] Cc1cccc(NC(=O)c2cccc(S(=O)(=O)N3CCCC3)c2)n1
[44] COc1ccc(-n2ccnc(SCC(=O)NC3CCCC3)c2=O)cc1
entry no.,41,42,43,44
EPAC2 agonist,3%,-5%,-4%,10%
A549 viability,0%,-1%,-1%,0%
Nrf2 inh,0%,-7%,2%,-10%
CCT modulator,0.5,-3.8,0.5,-1.5
EPAC2 antag,6%,13%,0%,10%
Nrf2 ARE act,0.2%,0.3%,-0.6%,0.2%
TGFb SMAD3 inh,1%,0%,0%,-5%
MmCpn inh,-6%,.,0%,-21%
pAkt inh,i,i,i,i

Source: PubChem BioAssay (National Center for Advancing Translational Sciences (NCATS))
